RNase H inhibition – RNase H inhibition, HIV 1 Gag Pol polyprotein, FRET biochemical assay, screening (AID 372); HIV-1 RT RNase H, FRET RNA/DNA substrate fluorescence; higher % means a stronger effect; inhibition, % at 10 µM; hits with a dose series show IC50 in µM; actives 0.77% (n = 100,000); in the data active means inhibition above about 50%
* marks the source's active call; other numbers are inactive results. An excerpt. The share of hits here may be higher or lower than overall.

SMILES	RNase H inhibition
N#C/C(=C/c1ccc(OCc2ccccc2)cc1)c1nc(-c2ccc(-c3ccccc3)cc2)cs1	15.0%
CCOc1cc(C=C2C(=O)NC(=O)NC2=O)ccc1OC(=O)c1cccc2ccccc12	56.0%*
Cc1cc(C)nc(SCC(=O)Nc2ccccc2[N+](=O)[O-])n1	35.0%
O=C(/C=C/c1ccc(Cl)cc1)NC(=S)Nc1ccc2oc(-c3ccncc3)nc2c1	45.0%
Cc1cccc(C(=O)NNC(=O)c2ccccc2)c1	3.0%
O=C(Nc1cc(C(=O)Nc2ccccc2-c2ccccc2)cc(C(=O)Nc2ccccc2-c2ccccc2)c1)c1ccc([N+](=O)[O-])cc1	19.0%
Cc1cc(-c2ccc(/C=c3\sc4nc5c(C)cc(C)cc5n4c3=O)o2)c(C)c([N+](=O)[O-])c1	12.0%
COC(=O)C1=CN(CC2CCCO2)C=C(C(=O)OC)C1c1ccc(OC)cc1 (configuration not stated)	10.0%
COc1ccc(OC)c(C=C2C(=O)N(C)C(=S)N(C)C2=O)c1	0.0%
Cc1cc(C)nc(/N=C(/N)Nc2ccc([N+](=O)[O-])cc2C)n1	19.0%
CC(C)CNc1c(Cl)cnn(C)c1=O	13.0%
CN1C(=O)C(=Cc2ccc(OCc3cccc([N+](=O)[O-])c3)cc2)C(=O)N(C)C1=S	23.0%
CCCCCc1ccc(-c2ccc(-c3ccc(C#N)cc3)cc2)nc1	10.0%
COC(=O)C1=C(O)/C(=C/c2ccc(N(C)C)cc2)SC1=Nc1ccccc1	21.0%
O=C(N/C(=C/c1ccc(Br)cc1)c1nc2ccccc2[nH]1)c1ccccc1Cl	0.0%
Cc1cc(=O)[nH]c(SCC(=O)Nc2ccccc2Br)n1	0.0%
COc1cc(/C=C2\SC(=S)N(c3cccc(C(=O)O)c3)C2=O)ccc1O	17.0%
O=C(/C=C/Nc1ccccc1NS(=O)(=O)c1ccc([N+](=O)[O-])cc1)c1ccco1	7.0%
COc1ccc2oc(=O)c(C(=O)NCCc3ccccc3)cc2c1	18.0%
COc1ccccc1C(=O)Nc1ccc(Br)cc1	6.0%
O=C(CCN1C(=O)/C(=C/c2ccccc2Cl)SC1=S)Nc1ccc(Cl)cc1	5.0%
CC(=O)OCc1ccc(-c2ccc([N+](=O)[O-])cc2)o1	3.0%
Cc1cc(/C=N/n2cnnc2)c(C)n1-c1ccc(I)cc1	6.0%
N#C/C(=C\c1ccccc1F)c1nc(-c2cccs2)cs1	3.0%
O=[N+]([O-])c1cc(Nc2ccc3nonc3c2[N+](=O)[O-])ccc1Cl	8.0%
O=C(Nc1ccccc1F)c1ccccc1Br	15.0%
O=C1SC(N2CCOCC2)C(=O)N1c1ccccc1 (configuration not stated)	3.0%
COc1cc(C2C(C(=O)OC(C)C)=C(C)NC3=C2C(=O)CCC3)ccc1OCc1ccccc1 (configuration not stated)	0.0%
O=C(O)c1ccccc1C(=O)Nc1ccc(Cl)cn1	15.0%
O=C1C(=O)N(c2ccc(Br)cc2)C(c2cccc([N+](=O)[O-])c2)/C1=C(/O)c1ccccc1 (configuration not stated)	0.0%
O=C(Nc1cc(NC(=O)c2ccccc2)cc(C(=O)Nc2nccs2)c1)c1ccccc1	0.0%
O=C(CSc1ncn[nH]1)Nc1ccc(Br)cc1	6.0%
O=C(O)c1cn(-c2ccccc2)nc1-c1ccc(-c2ccccc2)cc1	10.0%
COc1ccc(/C=C(\NC(=O)c2ccccc2)C(=O)Nc2ccc(Br)cc2)cc1	25.0%
O=C(NCC1CCCO1)c1cc2nc(-c3ccco3)cc(C(F)(F)F)n2n1 (configuration not stated)	13.0%
CC(=O)CC(=O)Nc1ccc2c(c1)OCCO2	2.0%
CS(=O)(=O)N(CC(=O)NCc1ccco1)c1ccc(Oc2ccccc2)cc1	9.0%
CCC(=O)N1c2ccccc2NC2=C(C(=O)CC(c3ccccc3)C2)C1c1ccc(C)o1 (configuration not stated)	0.0%
Cc1cc(C)n(-c2cc(N/N=C/c3ccc(F)cc3)nc(C)n2)n1	9.0%
Cc1cc(C)c(C=Nc2ccccc2C(N)=O)c(C)c1	8.0%
O=[N+]([O-])c1ccc(S(=O)(=O)NCCOc2ccccc2Cl)cc1	0.0%
CC1=NN(c2ccc(C(=O)O)cc2)C(=O)/C1=C\c1ccc(-c2cc(C)c(C)cc2[N+](=O)[O-])o1	23.0%
COc1ccc(C(=O)N2CCN(Cc3ccc(C)cc3)CC2)cc1	10.0%
CC1CCN(C(=O)CN(c2ccc(Br)cc2)S(=O)(=O)c2ccccc2)CC1	6.0%
Cc1cc(NC(=O)CC(c2ccccc2)c2ccccc2)no1	9.0%
COc1ccc(C2SCC(=O)N2c2ccc(Cl)cc2)cc1 (configuration not stated)	4.0%
CCOC(=O)c1ccc(NC(=O)CN(c2ccc(C)cc2)S(=O)(=O)c2ccc(OCC)cc2)cc1	4.0%
COc1cc(C(=O)N2CCN(Cc3ccc4c(c3)OCO4)CC2)cc(OC)c1OC	0.0%
O=c1c2ccccc2nc(-c2ccccc2)n1/N=C/c1cccs1	4.0%
CC(=NNC(=O)CCC(=O)Nc1ccc(Br)cc1)c1ccc2ccccc2c1	12.0%
CC(=O)C1=C(C)NC(SCC(=O)Nc2ccc(Br)cc2)=C(C#N)C1c1ccccc1Cl (configuration not stated)	23.0%
CCCCNCCCCOc1ccc(C)c(C)c1	9.0%
O=C(O)c1cc2nc(-c3ccc([N+](=O)[O-])cc3)cc(C(F)(F)F)n2n1	6.0%
O=C(/C=C/c1ccccc1)NC(=S)Nc1ccc(N2CCOCC2)cc1	15.0%
COc1ccc(C2=C/C(=C/c3cccc(OC)c3OC)C(=O)O2)c(OC)c1	4.0%
O=C(c1ccc(Cl)cc1)N1CCN(c2ccc([N+](=O)[O-])c(NCc3ccccc3)c2)CC1	17.0%
CCOC(=O)C1=C(C)N=c2s/c(=C\c3ccc(OCc4ccc(Cl)cc4)c(OCC)c3)c(=O)n2C1c1ccc(Cl)cc1 (configuration not stated)	0.0%
Cc1ccccc1C(=O)N1CCN(c2nc3ccc([N+](=O)[O-])cc3s2)CC1	9.0%
N#C/C(=C\c1cccn1-c1ccc([N+](=O)[O-])cc1)c1nn(-c2ccccc2)c(N)c1C#N	44.0%
CCc1ccc(NC(=O)C(=O)NCCc2ccc(F)cc2)cc1	12.0%

A second format for part of the listing above:
smiles: CCOC(=O)C1=C(C)N=c2s/c(=C\c3ccc(OCc4ccc(Cl)cc4)c(OCC)c3)c(=O)n2C1c1ccc(Cl)cc1 (configuration not stated)
  RNase H inhibition: 0.0%

smiles: Cc1ccccc1C(=O)N1CCN(c2nc3ccc([N+](=O)[O-])cc3s2)CC1
  RNase H inhibition: 9.0%

(further entries)
SMILES	RNase H inhibition
COc1ccc(CCNC(=O)C(=O)Nc2ccc(C)c(C)c2)cc1	24.0%
Cc1ccccc1NC1SC(=O)N(c2ccccc2)C1=O (configuration not stated)	5.0%
Cc1cc(Br)ccc1N1C(=O)/C(=C/c2ccc(N3CCCCC3)o2)C(=O)NC1=S	14.0%
Cn1cccc1CN1CCN(C(=O)c2ccc([N+](=O)[O-])cc2)CC1	8.0%
COC(=O)c1c(N=CN(C)C)c(C#N)c2n1CCCCC2	0.0%
O=C(NC(=S)Nc1ccc(Cl)c(Cl)c1)c1cccc(F)c1	8.0%
CCOc1cccc(N2C(=O)/C(=C\c3ccc(-c4ccc(Cl)c([N+](=O)[O-])c4)o3)C(=O)NC2=S)c1	27.0%
COC(=O)c1ccc(NC(=O)CC(=O)c2ccc(N)cc2)cc1	0.0%
O=c1cc(Cl)[nH]n(-c2ccccc2)c1=O	1.0%
Cc1sc(NC(=O)c2ccc(F)cc2)nc1C12CC3CC(CC(C3)C1)C2	11.0%
COc1ccccc1C(=O)NN1C(=O)/C(=C/c2cccc(Br)c2)SC1=S	10.0%
CCCCCC(=O)c1c(C)nn(C)c1C	0.0%
O=C(Nc1ccc(O)cc1)Nc1ccc(Cl)cc1	17.0%
COc1ccc(CNC(=O)CSc2ccccn2)cc1	9.0%
Cc1[nH]n(-c2ccccc2)c(=O)c1C=Nc1ccccc1Cl	21.0%
CCSc1nnc(NC(=O)COc2ccc(Cl)cc2Cl)s1	22.0%
C=CCc1ccccc1OCCOc1ccc(/C=C2/SC(=S)N(C)C2=O)cc1OC	13.0%
O=C(COc1ccc2ccccc2c1)Nc1cccc(NC(=O)c2ccc(Cl)cc2Cl)c1	0.0%
Cc1ccc(-c2n[nH]c(=S)n2N=Cc2ccc(O)c(O)c2)cc1	60.0%*
Cc1cc(Cl)ccc1NC(=O)COc1ccccc1C	10.0%
COc1cc(OC)c(OC)cc1CNCC1OCCc2ccccc21 (configuration not stated)	10.0%
O=[N+]([O-])c1cccc(S(=O)(=O)Nc2ccc(Br)cc2)c1	0.0%
Cc1c(Cl)cccc1N=Cc1ccc(O)cc1O	7.0%
Clc1cccc(Cl)c1OCCCN1CCCCC1	2.0%
O=C(NC(=S)Nc1ccc(-c2nc3cc(Cl)ccc3o2)cc1)c1ccccc1Cl	2.0%
Cc1ccnc(NS(=O)(=O)c2ccc(NC(=O)C3CCCO3)cc2)n1 (configuration not stated)	31.0%
CCOC(=O)CSc1nc2c(c(=O)n1-c1ccc(OC)cc1)C1(CCCCC1)Cc1ccccc1-2	10.0%
CC1=C(C(=O)Nc2ccccc2)C(c2cccc(Cl)c2)NC(=S)N1 (configuration not stated)	11.0%
CCCCCc1cc(O)c2c(C)cc(=O)oc2c1	14.0%
O=C(Nc1ccccc1C(=O)NCc1ccccc1)c1ccccc1	11.0%
CCOC(=O)C1=C(C)N(C)C(=O)NC1c1ccc(O)cc1 (configuration not stated)	9.0%
Cc1cccc(NS(=O)(=O)c2ccc(Cl)cc2)c1C	15.0%
C=CCc1cccc2cc(C(=O)Nc3ccc(C(C)=O)cc3)c(=O)oc12	14.0%
CCCCCCC(=O)Nc1nnc(CCCCC)s1	0.0%
COc1ccc2c(c1)C1=NN(C(C)=O)C(c3ccc(Br)cc3)C1CC2 (configuration not stated)	26.0%
O=C(NC(=S)Nc1ccc(-c2nc3ccccc3s2)cc1)c1ccc([N+](=O)[O-])cc1	38.0%
Cc1cc(=O)[nH]c2ccc([N+](=O)[O-])cc12	5.0%
CCCCOC(=O)c1ccc(NC(=O)c2cc(Cl)ccc2OC)cc1	16.0%
COC(=O)c1ccc(/C=C2/SC(=O)N(CNc3ccc(OC)c(Cl)c3)C2=O)cc1	11.0%
Cc1cc(C=C2C(=O)N(C)C(=S)N(C)C2=O)c(C)n1-c1ccc(Cl)c(C(=O)O)c1	22.0%
Cc1ccc(C)c(N=Cc2ccc(O)cc2O)c1	12.0%
O=C(NCCN1CCOCC1)c1nn2c(C(F)(F)F)cc(-c3ccc(Br)cc3)nc2c1Cl	9.0%
C=C1c2ccc(C)cc2NC(=O)N1c1cccc(Cl)c1	9.0%
O=C(O)c1cc(O)c2ccccc2c1O	7.0%
CCc1ncc(C(O)c2ccc(OC)cc2)n1C (configuration not stated)	0.0%
C/C(=N/NC(=O)c1ccncc1)c1ccccn1	0.0%
COc1ccc(/C=C(\NC(=O)c2ccccc2)C(=O)NN)cc1OC	12.0%
Cc1ccc(OCC(=O)Nc2cc(-c3nc4cc(C)c(C)cc4o3)ccc2C)cc1	6.0%
CCOC(=O)c1sc(N=NC(C#N)C#N)c(C(=O)OCC)c1C	10.0%
O=S(=O)(Oc1c(Br)cc(Br)cc1Br)c1ccc2ccccc2c1	27.0%
COc1ccc(/C=C/C(=O)C2(C)CCCCC2)cc1	0.0%
O=S(=O)(NCCSCc1ccccc1)c1ccc(Cl)cc1	15.0%
CCSc1nnc2c(n1)OC(c1ccc(C)o1)Nc1ccccc1-2 (configuration not stated)	10.0%
O=C(/C=C/c1ccc(F)cc1)c1cccc([N+](=O)[O-])c1	5.0%
CC(=O)N/C(N)=N/c1nc(C)c2cc(C)ccc2n1	0.0%
CCOC(=O)c1ccc(-c2ccc(/C=C/C(=O)c3ccc(Br)cc3)o2)cc1	39.0%
Cc1cc(C)cc(N=Cc2c[nH]c3ccccc23)c1	7.0%
O=C(CCNC(=O)/C(=C\c1cccc([N+](=O)[O-])c1)NC(=O)c1ccco1)OCc1ccccc1	10.0%
O=C1OC(c2sc3ccccc3c2Cl)=N/C1=C/c1ccccc1F	0.0%
CCOc1ccc(N(CC(=O)Nc2ccccc2OCC)S(=O)(=O)c2ccc(SC)cc2)cc1	4.0%

In the list so far, seven have a COOH group:
SMILES	RNase H inhibition
COc1cc(/C=C2\SC(=S)N(c3cccc(C(=O)O)c3)C2=O)ccc1O	17.0%
O=C(O)c1ccccc1C(=O)Nc1ccc(Cl)cn1	15.0%
O=C(O)c1cn(-c2ccccc2)nc1-c1ccc(-c2ccccc2)cc1	10.0%
CC1=NN(c2ccc(C(=O)O)cc2)C(=O)/C1=C\c1ccc(-c2cc(C)c(C)cc2[N+](=O)[O-])o1	23.0%
O=C(O)c1cc2nc(-c3ccc([N+](=O)[O-])cc3)cc(C(F)(F)F)n2n1	6.0%
Cc1cc(C=C2C(=O)N(C)C(=S)N(C)C2=O)c(C)n1-c1ccc(Cl)c(C(=O)O)c1	22.0%
O=C(O)c1cc(O)c2ccccc2c1O	7.0%

Next compounds follow.
SMILES	RNase H inhibition
CC(=O)c1ccc(NC(=S)NC(=O)c2ccc(-c3ccccc3)cc2)cc1	10.0%
CC1=C(C(=O)OC(C)C)C(c2ccccc2[N+](=O)[O-])C2=C(CCCC2=O)N1 (configuration not stated)	12.0%
O=C(O)c1ccc(Br)c(S(=O)(=O)N2CCCCC2)c1	0.0%
COc1cccc(/C=C(\C#N)c2nc3ccccc3[nH]2)c1OC	4.0%
O=C(/C=C/c1ccc(-c2ccccc2[N+](=O)[O-])o1)Nc1ccc(-c2nc3cc(Cl)ccc3o2)cc1	53.0%*
O=C(NCCSCc1ccc(Cl)cc1)c1ccc(CSc2ccccc2)cc1	9.0%
CCOC(=O)c1c(N)sc(-c2ccccc2)c1C	10.0%
CCOc1ccc2c(C)cc(=O)oc2c1OCC	4.0%
Cc1cc(Br)c2[nH]c3c(c2c1)CCCC3=O	6.0%
CC1(C)CC(n2c(SCCc3ccccc3)nc3ccccc3c2=O)CCO1 (configuration not stated)	1.0%
Cc1ccc(CNC(=O)C(=O)NCc2ccc(Cl)cc2)cc1	0.0%
CC(=O)/C(C(=N)N1CCN(c2ccccc2)CC1)=C(\C)O	0.0%

Individual results from the results shown:
CCOc1ccc2c(C)cc(=O)oc2c1OCC in RNase H inhibition is entered as 4.0%
O=C(O)c1ccc(Br)c(S(=O)(=O)N2CCCCC2)c1 in RNase H inhibition is entered as 0.0%

Screens deposited in PubChem BioAssay by MTDP.
